IDE cell activ: activators of human insulin-degrading enzyme in cells; P14735; HEK cells, FAbeta-B cleavage, fluorescence polarization; 0% vehicle, 100% cell-free pure enzyme wells; activation, % at 5.96 µM; 340,000 tested, 0.073% active;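 active = activation above the mean of all tested compounds plus 3 SD, set per screening campaign, cut at about 17% in these data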
Target sequence (P14735 whole entry, looked up): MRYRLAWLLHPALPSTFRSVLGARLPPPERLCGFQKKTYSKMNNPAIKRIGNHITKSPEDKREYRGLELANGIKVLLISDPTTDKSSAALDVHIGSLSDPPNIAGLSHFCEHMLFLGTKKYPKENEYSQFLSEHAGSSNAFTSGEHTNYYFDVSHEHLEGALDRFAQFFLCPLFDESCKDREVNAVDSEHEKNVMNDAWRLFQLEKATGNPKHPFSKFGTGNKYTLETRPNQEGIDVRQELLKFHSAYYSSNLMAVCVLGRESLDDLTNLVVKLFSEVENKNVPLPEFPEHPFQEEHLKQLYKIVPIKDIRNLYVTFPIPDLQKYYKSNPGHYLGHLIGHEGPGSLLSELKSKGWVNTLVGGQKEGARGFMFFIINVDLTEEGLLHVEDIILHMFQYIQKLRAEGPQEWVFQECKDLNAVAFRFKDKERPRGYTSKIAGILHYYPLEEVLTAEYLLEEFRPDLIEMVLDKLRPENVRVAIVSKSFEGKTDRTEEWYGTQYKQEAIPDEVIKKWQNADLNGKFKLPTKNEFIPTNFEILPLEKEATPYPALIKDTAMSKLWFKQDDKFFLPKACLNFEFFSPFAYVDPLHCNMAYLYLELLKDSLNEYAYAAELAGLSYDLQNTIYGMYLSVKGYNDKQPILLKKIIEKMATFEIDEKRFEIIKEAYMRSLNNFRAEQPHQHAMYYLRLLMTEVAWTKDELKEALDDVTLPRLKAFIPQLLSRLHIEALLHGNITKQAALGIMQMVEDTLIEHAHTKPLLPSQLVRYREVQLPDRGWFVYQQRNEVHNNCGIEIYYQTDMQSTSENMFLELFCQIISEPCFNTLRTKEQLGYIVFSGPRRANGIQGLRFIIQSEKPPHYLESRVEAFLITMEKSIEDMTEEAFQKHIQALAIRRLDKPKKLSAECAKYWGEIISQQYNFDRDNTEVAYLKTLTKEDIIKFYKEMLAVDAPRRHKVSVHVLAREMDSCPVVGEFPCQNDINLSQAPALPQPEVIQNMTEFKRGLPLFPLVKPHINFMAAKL
Starred values were filed as active, the others as inactive. Not all compounds are listed, so the mix of outcomes need not match the whole.

molecule,IDE cell activ
CC(C)C[C@@H](CN1CCC[C@@H]1CN1C(=O)C(=O)NC[C@@H]1Cc1ccccc1)N1C[C@H](Cc2ccccc2)N(CC2CCCCCC2)C(=O)C1=O,0.2
NC(=O)c1ncn([C@@H]2O[C@H](CNCc3cc(Br)ccc3OCc3ccccc3)[C@@H](O)[C@H]2O)n1,3.3
CC(=O)C1=C(O)C(CSCc2ccccc2)N(C)C1=O (configuration not stated),2.7
O=C(Nc1ccccn1)C1CCN(S(=O)(=O)c2ccc(Cl)cc2)CC1,3.3
CCOC(=O)C1CCN(C(=O)COC(=O)c2ccccc2C(=O)c2ccc(Cl)cc2)CC1,1.7
O=C1C2CC3N1CCC31c3ccccc3-n3c1c2ccc3=O (configuration not stated),-5.1
COc1ccc([C@@H]2CC(=O)c3c(O)cc(O[C@@H]4OC(CO[C@@H]5OC(C)[C@H](O)[C@H](O)C5O)[C@@H](O)[C@@H](O)C4O)cc3O2)cc1O (some centres not stated),5.9
Cc1cccc(C)c1NC(=O)CNC(=O)C12CC3CC(CC(O)(C3)C1)C2,6.4
COc1ccc(OC)c(NC(=O)Nc2c(O)ccc3ccccc23)c1,-3.6
O=C(CSc1cccc[n+]1[O-])Nc1ccc(Br)cc1Br,-1.6
O=C(CC1CCCC1)N1CCN(S(=O)(=O)c2ccccc2)CC1,0.8
CCN(CC(=O)NCc1cccs1)C(=O)c1ccc(OC)c(S(=O)(=O)N2CCOCC2)c1,-1.9
CC(=O)C[C@H](O)CC(=O)[C@H]1OC(=O)CCCCCCc2ccccc21,3.1
O=C(C[n+]1ccccc1)N/N=C/c1ccc(C(=O)O)cc1,0.1
COC(=O)[C@@]1(C)[C@H]2C(=O)N(Cc3ccccc3)C(=O)[C@H]2[C@H]2CN=C(SC)N21,5.5
CSc1ccccc1NC(=O)COC(=O)Cc1ccsc1,5.4
O=c1[nH]c(=S)c2[nH]c(=S)n(-c3ccccc3)c2[nH]1,0.7
Cc1ccc(NC(=O)COC(=O)CN2C(=O)c3ccccc3C2=O)cc1,0.3
O=C(CC1(CC(=O)N2CCOCC2)CCCC1)Nc1ccccc1,4.9
C=CC[C@H](CC(=O)NCCO)C(=O)N[C@H](COC(=O)[C@@H](CC=C)Cc1ccc(F)cc1)c1ccccc1,-4.9
CCOc1ccc(NC(=O)C(C)N2C(=O)c3ccccc3S2(=O)=O)cc1 (configuration not stated),-3.3
O=C(Nc1ccccn1)c1ccccc1,3.9
CCCCCc1nnc(NC(=O)c2ccc(N3CCCC3=O)cc2)s1,4.2
CC(OC(=O)c1ccc(-c2ccc(O)cc2)cc1)C(=O)NC1CCCCC1C (configuration not stated),3.9
O=C(NCC(c1ccc(F)cc1)N1CCOCC1)c1ccc([N+](=O)[O-])o1 (configuration not stated),1.6
CN(CC(=O)Nc1c(Cl)cccc1Cl)C(=O)C1CCN(C(=O)Nc2ccccc2)CC1,6.2
O=C(C[C@@H]1C/C=C\CC[C@@H](Cc2ccc(F)cc2)C(=O)OC[C@@H](Cc2ccccc2)NC1=O)NCCO,-2.2
O=C(C[C@@H]1C/C=C\CC[C@H](Cc2ccc(F)cc2)C(=O)OC[C@@H](Cc2ccccc2)NC1=O)NCCO,-2.4
CCN(CC(=O)Nc1ccc(NC(C)=O)cc1)C(=O)c1ccc2c(c1)OCCO2,-0.5
COc1ccc(CCN2CC(C(=O)OCc3ccccc3Cl)CC2=O)cc1OC (configuration not stated),3.8
CCc1noc(C)c1C(=O)OCC(=O)Nc1ccc(F)cc1Cl,2.4
COc1ccc(CCC(=O)OCC(=O)N(CC(C)C)c2c(N)n(Cc3ccccc3)c(=O)[nH]c2=O)cc1,13.8
CCCCN1CC(COCc2ccccc2)Oc2cccc(OCCN3C(=O)[C@@H]4[C@H](C3=O)C3C=C[C@H]4C3)c2S1(=O)=O (some centres not stated),0.6
Cc1ccc(S(=O)(=O)NCc2ccc(C(=O)NC3CCC(O)CC3)cc2)cc1C (configuration not stated),5.3
COc1ccccc1CNC(=O)COC(=O)c1cc2ccccc2o1,0.5
Cc1c(N=Cc2cc3c(cc2[N+](=O)[O-])OCO3)cccc1[N+](=O)[O-],6.1
O=C(CN1C(=O)NC2(CCCC2)C1=O)NCc1cccc(Cl)c1,6.7
N#CCCn1cc(C(=O)CN2C(=O)NC3(CCCCCC3)C2=O)c2ccccc21,1.0
O=C(O)c1cc(-c2cc(C(=O)O)c3ccccc3n2)ccc1O,5.0
O=C(COC(=O)CN1C(=O)COc2ccccc21)NC1CCCCC1,0.9
CCCCN(C(=O)C1CC1)C1CCS(=O)(=O)C1 (configuration not stated),0.8
CC(O)c1cccc(-c2ccc(CN3C[C@]4(CO)O[C@@H](CO)C[C@@H]4S3(=O)=O)cc2)c1 (some centres not stated),3.1
O=C(CN1C(=O)NC2(CCCCCC2)C1=O)N1CCN(c2ccc(F)cc2)CC1,3.4
CCC(C)c1ccccc1NC(=O)COc1ccc(-n2cnnn2)cc1 (configuration not stated),3.2
Cc1cc(C(=O)OCC(=O)Nc2cc(Cl)ccc2C)c(C)o1,-1.9
COc1ccc(Cl)cc1NC(=O)CN(C)C(=O)CN1C(=O)NC(C)(c2ccc3ccccc3c2)C1=O (configuration not stated),0.3
CCOC(=O)C1(C(=O)OCC)NC(=O)CC1CC (configuration not stated),0.7
CCN1CCN(S(=O)(=O)c2ccc(Cl)c(C(=O)NCCc3ccccc3)c2)CC1,4.1
CCOC(=O)C1=CN(Cc2cccc(Br)c2)S(=O)(=O)N(CC)C1C (configuration not stated),-2.7
CC[C@]12c3[nH]c4ccc(Cl)cc4c3CCN1C(=O)[C@@H](CC(=O)NCCCN(C)C)C[C@@H]2C(=O)N1CCN(C(=O)c2ccco2)CC1,5.0
Cc1ccc(NS(=O)(=O)c2ccc3c(c2)OCCCO3)cc1S(=O)(=O)N1CCOCC1,1.1
CC(Sc1ccccc1)C(=O)NNC(=O)c1ccncc1 (configuration not stated),2.7
Cc1cccc(NC(=O)COC(=O)c2ccc(S(=O)(=O)N3CCCCCC3)cc2)c1,4.7
CCC(c1nnc(SCC(=O)Nc2ccc(N3CCOCC3)cc2)n1Cc1ccccc1)N(C)C (configuration not stated),2.5
CSCC[C@@H](C(=O)NCCCCCCCCCCC(=O)N1CCNCC1)n1cc(CCO)nn1,4.5
CCc1cc(Cn2nc(-c3ccccc3)cc2C(=O)NCC2CC2)on1,7.2
COCCN(C(=O)CSc1nnc(-c2ccccc2F)o1)c1c(N)n(CC(C)C)c(=O)[nH]c1=O,-4.1
COC[C@@H]1NS(=O)(=O)c2ccc(Br)cc2O[C@H]1c1ccccc1,4.5
CCOC(=O)C1=CNS(=O)(=O)NC1c1ccc(OC(C)=O)cc1 (configuration not stated),2.0
C[C@H]1CN([C@@H](C)CO)C(=O)Cc2cc(NC(=O)CCC(F)(F)F)ccc2O[C@H]1CN(C)C(=O)Nc1ccc(F)cc1,1.7

Later entries.
molecule,IDE cell activ
CSc1nc(S(C)(=O)=O)nc2[nH]c(=O)[nH]c12,-2.7
NC(=O)C1CCN(c2nc(-c3ccccc3N)cs2)CC1,3.7
Cc1ccc(C)c(OCCC(=O)OCC(=O)NC(=O)NC2CCCCC2)c1,0.5
Cc1ccc(S(=O)(=O)N2CCN(Cc3cc(=O)n4ccccc4n3)CC2)c(C)c1,-2.9
COc1c2c(c(OC)c3c1c(=O)c1ccccc1n3C)OCO2,4.4
CCOc1ccc(C(=O)Nc2cccc(-c3ccc(N4CCOCC4)nn3)c2)cc1OCC,4.0
COC(=O)CC(=O)O[C@H]1C=C[C@@H](NC(=O)OC(C)(C)C)C1,1.4
Cc1cc2nc3ccc(N(C)C)cc3nc2cc1N,-4.4
CC(C)N(Cc1ccccc1)C(=O)CN1C(=O)NC2(CCCCCC2)C1=O,4.5
O=C(CSc1nnc(-c2ccccc2)c(-c2ccccc2)n1)NCC1CCCO1 (configuration not stated),1.7
Cc1ccc(S(=O)(=O)NN=C2C3CC4CC(C3)CC2C4)cc1,1.8
Cc1ccc(S(=O)(=O)N2CC(C(=O)O)=CC[C@H]2c2ccc(Cl)cc2)cc1,0.5
Cc1ccc(CSc2ccc(S(=O)(=O)N3CCCCC3)cn2)cc1,1.1
CCCCCCCCCCCCCCCCCCNc1ccn(C2OC(COP(=O)(O)OCC3OC(n4cc(F)c(=O)[nH]c4=O)CC3O)C(O)C2O)c(=O)n1 (configuration not stated),2.1
CN(Cc1ccccc1)C(=O)c1ccc(NC(=O)Cc2cccc(NC(=O)C3CCCN(C(=O)C4CCCCC4)C3)c2)cc1 (configuration not stated),6.1
CCOc1ccc(NC(=O)COC(=O)Cn2cnc3ccccc32)cc1,1.0
Fc1ccccc1-c1cc2cc3c(cc2cn1)OCO3,-6.4
N#C/C(N=Nc1ccccc1O)=N\Nc1ccccc1O,-2.1
O=c1cc(CSc2nc(NCc3ccc(Cl)cc3)c3ccccc3n2)nc2ccc(Cl)cn12,0.5
C[C@@H]1CN([C@@H](C)CO)C(=O)c2cccc(NC(=O)Nc3ccc(F)cc3)c2O[C@@H]1CN(C)Cc1ccc(Oc2ccccc2)cc1,3.1

2 entries drawn at random from the list so far, as already listed:
molecule,IDE cell activ
CC(C)N(Cc1ccccc1)C(=O)CN1C(=O)NC2(CCCCCC2)C1=O,4.5
Cc1ccc(S(=O)(=O)N2CCN(Cc3cc(=O)n4ccccc4n3)CC2)c(C)c1,-2.9

Continuation:
molecule,IDE cell activ
Cc1ccccc1-c1cc(C(=O)NCc2cccc(Br)c2)n(CC2CC(c3cccnc3)=NO2)n1 (configuration not stated),5.0
COc1ccccc1NC(=O)C(=O)NCCC1CCCCN1S(=O)(=O)c1ccc(F)cc1 (configuration not stated),0.8
CN(CC(=O)Nc1cccc2ccccc12)C(=O)c1ccc(NC(=O)CC#N)cc1,4.8
O=C(NC(=S)N1CCN(c2ccc(O)cc2)CC1)c1ccco1,-1.7
COCc1cc(C)n(CC(=O)Nc2ccc(N3CCOCC3)cc2)c(=O)c1C#N,-1.2
CCCCN(C(=O)C1=CC=CN2CCS(=O)(=O)N=C12)c1ccccc1,3.8
O=C(NC1CCCCC1)c1cccc2c1C(=O)c1ccc(-c3ccc(OC(F)(F)F)cc3)cc1S2(=O)=O,2.2
Cc1ccc(NC(=O)C(c2ccccc2)N2CCN(C(=O)c3ccco3)CC2)cc1Cl (configuration not stated),1.1
Cc1cnc(C(=O)OCc2nc3ccccc3o2)cn1,-1.3
O=C(CN1C(=O)C(=O)N(Cc2ccco2)C1=O)Nc1ccc(F)c(F)c1F,3.0
CC(=O)OC1CC2(C)C(CCC2(O)C(C)=O)C2CCC3C(Cl)C(=O)CCC3(C)C12 (configuration not stated),0.2
CC(C)CN(C(=O)CCC1CCCCC1)c1c(N)n(CC(C)C)c(=O)[nH]c1=O,-3.2
Cc1ccc(/C=C2/CNC/C(=C/c3ccc(C)cc3)C2=O)cc1,1.7
COc1ccc2oc(C(=O)Nc3ccccc3N3CCOCC3)c(C)c2c1,4.7
C=C(C)C(=O)N1CCN(C(=O)C(=C)C)c2ccccc21,-1.4
CN(C(=O)c1ccc(NC(=O)Cc2cccc(NC(=O)C3CCN(C(=O)C4CC4)CC3)c2)cc1)C1CC1,-3.0
COc1ccc(NC(=O)CN(C)C(=O)Cn2c(=O)oc3ccccc32)cc1,4.6
O=C(O)C(c1ccccc1)C(O)C1CCCC1 (configuration not stated),2.9
O=C(O)CCNS(=O)(=O)c1cccc2nsnc12,-1.0
CC(=O)Nc1ccc(S(=O)(=O)NC2CC(=O)N(c3ccc4c(c3)OCCO4)C2)cc1 (configuration not stated),-0.1
Cc1ccc(S(=O)(=O)N2[C@@H](c3ccc(Cl)cc3)C(C(=O)O)=CC[C@H]2c2ccc(Cl)cc2)cc1,1.4
O=C(COC(=O)COc1ccccc1)Nc1ccc(Br)cc1F,4.1
Cc1ccc(S(=O)(=O)N2[C@@H](c3ccc(Br)cc3)C(C(=O)O)=CC[C@H]2c2cccs2)cc1,3.0
O=C(NCCCCCCCN1CCCCCCC1)C(C1CCCCC1)C1CCCCC1,4.4
O=C(OCC(=O)N1CCN(c2ccccc2)CC1)c1cc(Br)ccc1Cl,-2.7
CC(NC(=O)CN(C)CC(=O)Nc1ccccc1Br)c1ccccc1 (configuration not stated),4.1
O=C(NNC(=O)c1csc(N2CCOCC2)n1)c1ccc(=O)[nH]c1,5.7
COc1ccc(OCCC(=O)OCC(=O)NC2CCCCC2)cc1,3.6
Cc1ccc(S(=O)(=O)N2[C@@H](c3ccccc3F)C(C(=O)O)=CC[C@H]2c2ccc3c(c2)OCO3)cc1,5.9
Cc1c(C(=O)NC2CC(=O)N(c3ccc4c(c3)OCCO4)C2)cccc1[N+](=O)[O-] (configuration not stated),2.3
CCC(c1nnc(SCC(=O)NNC(=O)c2ccccc2)n1Cc1ccccc1)N(C)C (configuration not stated),4.2
CCN(CC(=O)Nc1c(F)cccc1F)C(=O)c1cc(S(=O)(=O)N2CCOCC2)ccc1N1CCCC1,1.8
O=C(NCc1ccncc1)c1ccc(NS(=O)(=O)c2ccc(F)cc2)cc1,2.0
CC(=O)Nc1ccc(S(=O)(=O)N2CCNC(=O)C2)cc1,1.4
CCCn1ccnc1SCC(=O)Nc1c(C)n(C)n(-c2ccccc2)c1=O,2.2
CN(C(=O)CSc1nc2ccccc2c(=O)n1-c1ccccc1F)C1CCS(=O)(=O)C1 (configuration not stated),-2.2
COc1ccc(Cl)cc1S(=O)(=O)NC(C)C(=O)NCCN1CCOCC1 (configuration not stated),1.8

Of the compounds above, these have a CF3 group:
molecule,IDE cell activ
C[C@H]1CN([C@@H](C)CO)C(=O)Cc2cc(NC(=O)CCC(F)(F)F)ccc2O[C@H]1CN(C)C(=O)Nc1ccc(F)cc1,1.7
O=C(NC1CCCCC1)c1cccc2c1C(=O)c1ccc(-c3ccc(OC(F)(F)F)cc3)cc1S2(=O)=O,2.2

Source: PubChem BioAssay
